# Screens from PubChem BioAssay.
# proCasp7 act: procaspase-7 activators, primary screen, counter-screen for procaspase-3 activator project, biochemical, absorbance, HTS, human; Caspase-7 (Homo sapiens), P55210; recombinant procaspase-7, Ac-DEVD-pNA absorbance 405 nm; D23A/D198A/D206A triple mutant, cannot self-cleave; scale: DMSO 0, 5 µM enzyme 100; activation, % at 8.5 µM; 330,000 tested, 0.093% active; AID 463210, 2010;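 active = percent activation above the screen-wide mean plus 3 SD, cut at about 25% in these data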
# Target sequence (P55210 whole entry D23A/D198A/D206A): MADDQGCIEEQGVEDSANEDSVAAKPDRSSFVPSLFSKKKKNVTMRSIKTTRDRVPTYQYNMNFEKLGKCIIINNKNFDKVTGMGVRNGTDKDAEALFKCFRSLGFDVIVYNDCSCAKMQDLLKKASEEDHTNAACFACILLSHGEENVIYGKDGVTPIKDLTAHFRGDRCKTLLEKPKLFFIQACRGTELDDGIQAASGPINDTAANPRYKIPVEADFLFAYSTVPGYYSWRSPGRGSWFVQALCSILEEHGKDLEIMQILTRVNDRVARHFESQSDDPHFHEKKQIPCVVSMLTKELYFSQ
#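 buffer or medium = Zinc-free HEPES/NaCl buffer, pH 7.4 | material = Procaspase-7 triple mutant (PC-7 D3A) | input = 2 µM procaspase-7 mutant as dispensed | signal = Epi-absorbance of released pNA at 405 nm, two timepoints | timing = 1 h preincubation, 2 h reaction | replicates = singlicate compound testing | evaluation = % activation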
# TPT1 inhibitor: Candida albicans TPT1 enzyme inhibitors, primary screen, biochemical, fluorescence polarization; tRNA 2'-phosphotransferase TPT1 (Candida albicans SC5314); recombinant caTPT1, FP RNA substrate dephosphorylation; inhibition, % at 5 µM; 300,000 tested, 0.81% active; AID 1962, 2009;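 active = inhibition above the mean of all tested compounds plus 3 SD, set per screening campaign, cut at about 24% in these data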;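 note: plate controls were DMSO alone for no effect and ferristatin control at 100 nM for full effect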
# CTSL1 counter: Fasciola hepatica cathepsin L1 inhibitors, primary screen, counter-screen for PFM18AAP inhibitor project, biochemical, QFRET, fluorogenic peptide substrate; recombinant F. hepatica cathepsin L1, Z-Leu-Arg-MCA fluorescence; inhibition, % at 5.96 µM; 300,000 tested, 0.49% active; AID 1906, 2009;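 active = inhibition above the mean of all tested compounds plus 3 SD, set per screening campaign, cut at about 17% in these data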;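 note: 0% = plate median of test compound wells and 100% = 1 µM Z-Phe-Ala-diazomethylketone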
# PAFAH2 FP inh: PAFAH2 enzyme inhibitors, primary screen, biochemical, fluorescence polarization, human. recombinant PAFAH2, FP-rhodamine activity probe. inhibition, % at 3.39 µM. 340,000 tested, 0.99% active;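 active = inhibition above the mean over all tested compounds plus 3 SD, cut at about 30% in these data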;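 note: inhibitors block probe labeling of enzyme so polarization drops; 0% = enzyme with DMSO and 100% = wells lacking PAFAH2 protein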
# PP1 counter: PP1-alpha phosphatase inhibitors, primary screen, counter-screen for PP5 inhibitor project, biochemical, fluorescence, OMFP substrate, single point | Serine/threonine-protein phosphatase PP1-alpha catalytic subunit (Homo sapiens), P62136 | purified PP1alpha | inhibition, % at 6.7 µM | 320,000 tested, 0.9% active | AID 2235, 2010;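 active = inhibition above the mean inhibition of all tested compounds plus 3 SD, computed separately for each screening campaign, cut at about 15% in these data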
# Target sequence (P62136 whole entry, looked up): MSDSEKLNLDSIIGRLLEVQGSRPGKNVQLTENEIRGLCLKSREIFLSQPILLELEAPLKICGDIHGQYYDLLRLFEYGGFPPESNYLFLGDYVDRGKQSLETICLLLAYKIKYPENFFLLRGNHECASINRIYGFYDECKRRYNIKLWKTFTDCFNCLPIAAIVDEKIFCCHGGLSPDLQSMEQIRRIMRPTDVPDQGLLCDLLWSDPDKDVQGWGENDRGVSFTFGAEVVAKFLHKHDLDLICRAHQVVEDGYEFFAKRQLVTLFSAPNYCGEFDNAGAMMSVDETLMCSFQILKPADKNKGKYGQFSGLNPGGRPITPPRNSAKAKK
# AHR activator: AHR activators, primary screen, cell-based, luminescence, luciferase reporter, human | Aryl hydrocarbon receptor (Homo sapiens), P35869 | AHR-responsive luciferase reporter cells | activation, % at 5 µM | 320,000 tested, 2.5% active | AID 2796, 2010; in the data active = activation above about 47%;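 note: 0% = vehicle wells and 100% = reference agonist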
# proCasp3 act: activators of human procaspase-3 D3A mutant, primary screen, biochemical, absorbance, PC-3 D3A mutant, single concentration. Caspase-3 (Homo sapiens), P42574. recombinant procaspase-3 D3A, Ac-DEVD-pNA absorbance 405 nm. activation, % at 8.5 µM. 330,000 tested, 0.11% active. AID 463141, 2010;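 active = activation above the mean of all tested compounds plus 3 SD, cut at about 21% in these data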;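 note: 0% = DMSO alone and 100% = DMSO wells spiked with extra 5 µM PC-3 D3A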
# Target sequence (P42574 whole entry D9A/D28A/D175A): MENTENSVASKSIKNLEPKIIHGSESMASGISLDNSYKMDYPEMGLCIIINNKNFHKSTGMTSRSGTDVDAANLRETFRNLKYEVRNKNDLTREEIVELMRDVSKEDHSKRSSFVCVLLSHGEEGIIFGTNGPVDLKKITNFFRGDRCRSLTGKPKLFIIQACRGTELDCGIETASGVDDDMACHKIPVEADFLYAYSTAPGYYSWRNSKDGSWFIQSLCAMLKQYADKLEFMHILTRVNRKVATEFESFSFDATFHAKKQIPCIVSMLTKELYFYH
#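 Assay system: Autoprocessing-dead procaspase-3 D3A mutant enzyme; also added: Ac-DEVD-pNA; doses: one concentration, 8.5 µM nominal, 0.8% DMSO; times: 1 h compound preincubation, 2 h substrate hydrolysis at 25 °C; technique: 405 nm absorbance of p-nitroaniline, reads at 0 and 120 min; measure: % activation between DMSO and enzyme-spiked controls; repeats: single replicate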
# HCV core dimer: inhibitors of HCV core protein dimerization, primary screen, biochemical, TR-FRET, high-throughput; TR-FRET GST/Flag-core106 dimerization, 1536-well; inhibition, % at 5 µM; 300,000 tested, 0.33% active;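 active = inhibition above the mean of all tested compounds plus 3 SD, set per screening campaign, cut at about 45% in these data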
#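 Assay system: tagged HCV core106 pair (GST and Flag); medium: KF-containing HEPES buffer, pH 7.45, DTT, CHAPS, BSA; also added: Eu donor and XL665 acceptor anti-tag antibodies; dosing: 5 µM single dose; timing: compound-protein-antibody incubation 4 h at 22.5 °C; signal: TR-FRET 671 and 617 nm emission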
# PP5 inh: PP5 phosphatase inhibitors, primary screen, biochemical, fluorescence. Serine/threonine-protein phosphatase 5 (Homo sapiens), P53041. purified PP5c, OMFP substrate fluorescence. inhibition, % at 6.7 µM. 320,000 tested, 0.18% active. AID 1987, 2009;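 active = inhibition above the campaign's mean inhibition across all tested compounds plus 3 SD, cut at about 9.5% in these data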;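 note: 0% = DMSO only and 100% = 100 µM cantharidin control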
# An asterisk follows results filed as active; x = no result given.
SMILES,proCasp7 act,TPT1 inhibitor,CTSL1 counter,PAFAH2 FP inh,PP1 counter,AHR activator,proCasp3 act,HCV core dimer,PP5 inh
C=CCOc1ccc(CN(C)c2ccc(S(=O)(=O)N3CCN(C)CC3)cc2[N+](=O)[O-])cc1,0.7,x,x,-2.6,-3.5,0.7,2.4,x,2.1
COc1ccccc1NC(=S)N1CCNC(=O)C1CC(=O)Nc1cccc(C)c1 (stereo unspecified),-3.3,-0.9,1.4,1.9,-1.3,0.2,-0.3,0.0,-1.2
COc1ccc(C(CNC(=O)c2ccc(OC)c(S(=O)(=O)N3CCCC3)c2)N2CCCC2)cc1 (stereo unspecified),3.2,x,x,-2.7,-3.0,-0.3,-3.6,x,-1.1
COc1ccc2oc(C(=O)N3CCN(C(c4ccccc4)c4ccccc4)CC3)c(C)c2c1,7.8,-1.4,-0.3,4.5,9.9,0.7,-9.2,12.1,2.2
Cc1cc(C)n2nc(Cc3ccccc3)nc2n1,12.0,-0.6,0.4,7.1,0.8,2.1,6.8,5.4,0.8
COC(=O)c1ccccc1NC(=O)C1CC(=O)N(c2ccc(F)cc2)C1 (stereo unspecified),-2.8,-1.4,-4.8,3.1,-3.8,-5.2,-5.8,2.0,1.5
COc1ccccc1CC(=O)Nc1ccc2[nH]ncc2c1,-0.3,-0.2,-2.4,7.5,6.0,5.5,-0.2,-3.8,1.5
CC1(C)Cc2c(sc(NC(=O)c3ccc(C(=O)c4ccccc4)cc3)c2C#N)C(C)(C)N1,-11.2,2.2,1.9,3.8,-0.9,-3.2,-13.0,-7.8,5.4
Cc1ccc(Cn2ncc3c(N4CCN(C)CC4)ncnc32)cc1,-0.5,0.7,-2.0,0.2,-1.4,4.3,0.4,-2.3,1.1
O=C(CCNS(=O)(=O)c1ccccc1C(F)(F)F)NCCCN1CCOCC1,7.8,x,x,2.5,x,-0.8,-0.8,x,x
Nc1ccc(CSc2ccc(Cl)cc2)cc1,1.4,-13.2,-0.3,1.5,1.5,-3.1,2.3,-3.4,1.1
O=C(COC(=O)COc1ccccc1)NCc1ccco1,5.7,-2.0,-9.0,-2.0,-5.1,1.9,-3.1,1.3,-0.9
S=c1[nH]nc(-c2cccc(Br)c2)o1,-20.5,2.1,-4.2,9.3,-0.2,7.3,-3.3,-1.7,1.5
COc1ccc(Cn2cccc(NC(=O)Nc3cccc(C#N)c3)c2=O)cc1,-8.7,-2.5,0.2,4.4,1.4,-5.3,3.9,8.9,-1.0
COc1ccc(-c2csc(Nc3cccnc3)n2)cc1OC,12.8,-3.2,3.8,7.7,0.8,-18.0,3.1,-9.8,0.1
CC(=O)c1ccc(N(CC(=O)NC2CCCCC2)C(=O)CNC(=O)c2cccs2)cc1,-1.2,-2.3,-5.5,-9.8,3.0,-1.9,2.4,-10.2,2.2
COc1cccc(NC(=O)CNC(=O)c2ccc(F)cc2)c1,3.8,-3.4,0.9,4.4,-0.3,14.6,-5.7,2.9,0.8
CC(=O)N1c2ccc(S(=O)(=O)NCC3CCC(C(=O)NC4CCCCC4C)CC3)cc2CC1C (stereo unspecified),12.1,0.5,-0.3,-1.5,-4.2,-1.7,8.6,4.8,-4.5
O=C1CNC(=O)/C1=C\N1CCCCC1,6.2,1.6,-4.1,7.6,-3.0,0.5,1.6,10.0,0.2
CCc1ccc(NC(=S)N(CCCN2CCOCC2)Cc2ccccn2)cc1,3.0,-1.3,1.2,-1.9,-1.3,4.2,10.0,-7.8,-1.5
C/C(=N\NC(=O)CSCc1ccc([N+](=O)[O-])cc1)c1cccc(Br)c1,4.8,-3.1,1.7,5.0,-1.1,2.8,-1.5,8.1,4.0
CCC1Sc2ccccc2N(CC(=O)NCCC(C)C)C1=O (stereo unspecified),-4.0,-2.0,-6.4,-2.9,0.1,16.4,-5.9,0.3,2.6
COC(=O)CC[C@@H](C(=O)O)N1C(=O)c2ccccc2C1=O,5.6,-3.0,-0.9,2.2,-1.8,-1.9,0.5,-3.0,-1.1
Cc1occc1-c1nnc(SCC(=O)N2CCN(c3ccccc3)CC2)n1C,4.1,0.2,1.7,-5.9,-1.5,1.3,2.2,-1.6,1.9
CCOc1ccc(NC(=O)C(=O)NCc2ccncc2)cc1,-4.0,1.4,0.4,-3.2,-2.3,8.1,-2.1,3.0,0.0
COc1ccc(NC(=S)/N=C(\N)Nc2nc(C)c3ccc(C)cc3n2)cc1,-4.8,-3.0,0.4,1.1,-2.2,55.4*,-8.9,12.7,-0.6
COc1ccccc1CNC(=O)CCCNC(=O)c1ccc(Cl)cc1,2.8,1.0,-1.4,-1.4,-3.9,-0.8,-2.0,0.2,2.8
COc1ccc(NC(=O)c2ccc(OC)c(S(=O)(=O)N3CCCCC3C)c2)cn1 (stereo unspecified),-2.6,x,x,10.2,-3.0,7.8,-1.7,x,-0.4
Cc1ccc2c(NC(=O)c3ccco3)cccc2n1,-6.8,0.6,-2.7,-4.9,-4.8,5.6,-0.1,9.0,1.5
Cc1cc(N2CCOCC2)ccc1/C=C1\NC(=O)N(CC(=O)Nc2ccc(F)cc2)C1=O,-15.4,1.0,1.9,-6.0,8.8,24.4,11.4,-5.7,2.2
Cc1ccc(C(C)C)c(OCCn2c(=O)oc3ccccc32)c1,12.8,-8.2,5.5,-1.3,3.3,1.9,4.9,1.5,0.9
Cc1nnc2ccc(-c3cccc(NS(=O)(=O)c4ccccc4[N+](=O)[O-])c3)nn12,5.1,-0.3,1.8,3.0,-0.4,1.9,-11.5,-1.6,-0.2
Cc1ccc(NC(=O)COC(=O)c2ccc3c(c2)NC(=O)C2CCCN32)cc1 (stereo unspecified),0.9,12.1,0.9,68.4*,18.6*,2.4,-2.6,27.2,-0.5
COc1ccc(NC(=O)CCS(=O)(=O)c2ccccc2)c(OC)c1,4.6,-0.8,-15.0,1.9,-2.3,4.8,1.4,0.7,0.3
Cc1cccc(C)c1NC(=O)N1CCC(N2CCCCC2)CC1,-13.8,1.2,5.8,7.4,-4.8,0.8,2.3,-0.3,0.3
Cc1ccc2oc(-c3cccc(NC(=O)Cn4cnc5c(=O)n(C)c(=O)n(C)c54)c3)nc2c1,7.5,-0.2,5.3,x,3.6,23.3,1.6,10.8,-1.2
CN(Cc1cccs1)C(=O)C1CC(=O)N(Cc2ccccc2)C1 (stereo unspecified),11.6,0.0,-12.1,2.4,0.9,-1.4,4.8,-3.9,-0.8
CCOC(=O)c1c(NC(=O)Cn2nc(C(=O)O)c3ccccc3c2=O)sc2c1CCC(C)C2 (stereo unspecified),0.2,2.7,-7.7,-5.3,-4.3,1.9,-4.1,8.7,-0.2
CC(=O)Nc1ccc(-c2csc(Nc3ccccn3)n2)cc1,0.6,1.9,-0.1,1.9,2.9,5.4,13.2,1.7,1.8
CN1CCN(C(=S)Nc2cccc(Cl)c2)CC1,-10.1,-0.3,-7.0,-4.9,0.0,0.2,-9.4,1.8,1.7
CCn1c(/C=C/c2ccccc2[N+](=O)[O-])nc2ccccc2c1=O,-6.1,2.8,0.2,-2.0,-3.1,8.9,-8.2,6.3,3.5
O=C(CN1CCN(S(=O)(=O)N2CCOCC2)CC1)Nc1cc(Cl)ccc1Cl,-3.2,0.9,1.4,2.2,-0.2,1.3,-5.2,-2.8,-0.1
O=C(CCNC(=O)c1ccc([N+](=O)[O-])cc1)NC1CCCCCC1,12.2,x,x,5.4,-2.8,-1.0,6.7,x,0.1
CCn1c(SCC(=O)Nc2ccc(OC)c(OC)c2)nnc1-c1c[nH]c2ccccc12,3.8,-0.3,1.6,6.3,-3.2,5.9,-1.6,-3.7,-0.3
CC1(NC(=O)NCCCCCCNC(=O)NC2(C)CCS(=O)(=O)C2)CCS(=O)(=O)C1 (stereo unspecified),0.2,0.0,0.5,44.5*,2.0,-0.4,-4.8,-5.2,0.7
CCc1ccc(NC(=S)N(CCN2CCOCC2)Cc2ccccc2F)cc1,-0.2,-3.2,0.1,14.7,-0.3,28.2,2.3,1.7,2.5
NS(=O)(=O)c1ccc(-c2ccc(C=O)o2)cc1,11.1,1.8,3.0,x,-3.1,2.8,-2.6,-0.8,0.2
Cc1cc(C(=O)N2CCCC(C(=O)c3cc(F)ccc3F)C2)c(C)o1 (stereo unspecified),6.3,0.0,-1.2,3.8,2.3,0.7,3.1,2.8,4.0
COc1ccc(NC(=O)OCC(C)C)cc1OC,-9.4,-0.5,1.3,2.9,1.2,19.2,9.7,-1.3,9.0
CCOC(=O)c1ccc(S(=O)(=O)NNC(=O)COc2ccc(C)cc2)cc1,14.4,-1.5,-0.3,1.0,-1.1,5.1,5.3,0.8,1.2
# The list continues.
SMILES,proCasp7 act,TPT1 inhibitor,CTSL1 counter,PAFAH2 FP inh,PP1 counter,AHR activator,proCasp3 act,HCV core dimer,PP5 inh
CCOc1ccc(Nc2oc(-c3ccco3)nc2C#N)cc1,2.3,-1.7,-4.6,-3.9,0.4,-4.7,4.5,-5.6,3.9
COc1ccc(CS(=O)(=O)/C(Cl)=C(/Cl)C(=O)Nc2ccc(OC)nc2)cc1,5.3,-1.8,0.8,4.2,1.6,-3.7,-10.6,8.4,4.4
NC(=O)c1ccc(NC(=O)COc2coc(CN3CCc4ccccc4C3)cc2=O)cc1,-8.5,-1.0,6.4,5.9,-0.9,-0.2,-6.0,-1.6,0.1
Cn1c(=O)n(C)c2cc([N+](=O)[O-])c(N3CCN(C(=O)c4cccc(Cl)c4)CC3)cc21,0.6,-0.7,-2.0,7.6,-4.5,0.7,5.4,1.2,0.3
NS(=O)(=O)c1ccc(N=Cc2c(O)n(-c3nccs3)c(=O)c3ccccc23)cc1,-9.2,-1.4,1.3,11.4,-1.8,2.4,1.3,4.3,1.9

# Some of the entries above, reformatted.
Structure | proCasp7 act | TPT1 inhibitor | CTSL1 counter | PAFAH2 FP inh | PP1 counter | AHR activator | proCasp3 act | HCV core dimer | PP5 inh
COc1ccc(CS(=O)(=O)/C(Cl)=C(/Cl)C(=O)Nc2ccc(OC)nc2)cc1 | 5.3 | -1.8 | 0.8 | 4.2 | 1.6 | -3.7 | -10.6 | 8.4 | 4.4
Cn1c(=O)n(C)c2cc([N+](=O)[O-])c(N3CCN(C(=O)c4cccc(Cl)c4)CC3)cc21 | 0.6 | -0.7 | -2.0 | 7.6 | -4.5 | 0.7 | 5.4 | 1.2 | 0.3
NC(=O)c1ccc(NC(=O)COc2coc(CN3CCc4ccccc4C3)cc2=O)cc1 | -8.5 | -1.0 | 6.4 | 5.9 | -0.9 | -0.2 | -6.0 | -1.6 | 0.1
